BAP1 inh – inhibitors of BAP1 deubiquitinase, primary screen, biochemical, Ub-AMC fluorescence, kinetic. activity remaining (% of control), % at 20 µM. hit rate 0.48% among 72,000. Ubiquitin carboxyl-terminal hydrolase BAP1 (Homo sapiens), Q92560. recombinant BAP1, Ub-AMC hydrolysis fluorescence kinetic; active compounds read low;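 active means activity remaining at or below 50% of control, provided the compound also passes the data quality filters; inactive means the rest, including low values that fail the filters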;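 further: 100% = DMSO wells rate and 0% = substrate alone blank rate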
Target sequence (Q92560 whole entry, looked up): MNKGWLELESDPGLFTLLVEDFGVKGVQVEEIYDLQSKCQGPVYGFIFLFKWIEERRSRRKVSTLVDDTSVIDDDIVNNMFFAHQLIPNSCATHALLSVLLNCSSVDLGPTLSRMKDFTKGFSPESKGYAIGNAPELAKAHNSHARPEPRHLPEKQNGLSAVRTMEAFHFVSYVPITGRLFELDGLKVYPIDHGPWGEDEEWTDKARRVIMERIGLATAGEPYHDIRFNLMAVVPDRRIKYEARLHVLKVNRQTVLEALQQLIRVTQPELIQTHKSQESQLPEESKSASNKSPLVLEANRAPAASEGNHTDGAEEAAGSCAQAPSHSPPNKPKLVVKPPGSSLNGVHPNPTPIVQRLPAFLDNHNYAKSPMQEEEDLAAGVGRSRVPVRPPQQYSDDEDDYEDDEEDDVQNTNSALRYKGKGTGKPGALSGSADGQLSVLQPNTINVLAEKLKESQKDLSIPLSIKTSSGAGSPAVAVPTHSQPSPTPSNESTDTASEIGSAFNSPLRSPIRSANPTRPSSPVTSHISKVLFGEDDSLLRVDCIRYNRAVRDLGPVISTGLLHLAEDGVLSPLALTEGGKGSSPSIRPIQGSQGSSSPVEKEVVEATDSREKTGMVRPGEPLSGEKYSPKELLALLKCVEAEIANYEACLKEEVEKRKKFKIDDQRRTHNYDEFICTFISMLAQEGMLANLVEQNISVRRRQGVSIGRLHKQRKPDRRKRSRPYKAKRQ
HePTP inhibitor – inhibitors of human HePTP phosphatase, primary screen, biochemical, absorbance, leukemia target; recombinant HePTP phosphatase activity, OD absorbance; inhibition, % at 20 µM; hit rate 0.64% among 110,000; AID 521, 2006; in the data active means inhibition above about 50%;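 further: plate controls were vehicle for no effect and reference inhibitor for full effect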
Target sequence (P35236 whole entry, looked up): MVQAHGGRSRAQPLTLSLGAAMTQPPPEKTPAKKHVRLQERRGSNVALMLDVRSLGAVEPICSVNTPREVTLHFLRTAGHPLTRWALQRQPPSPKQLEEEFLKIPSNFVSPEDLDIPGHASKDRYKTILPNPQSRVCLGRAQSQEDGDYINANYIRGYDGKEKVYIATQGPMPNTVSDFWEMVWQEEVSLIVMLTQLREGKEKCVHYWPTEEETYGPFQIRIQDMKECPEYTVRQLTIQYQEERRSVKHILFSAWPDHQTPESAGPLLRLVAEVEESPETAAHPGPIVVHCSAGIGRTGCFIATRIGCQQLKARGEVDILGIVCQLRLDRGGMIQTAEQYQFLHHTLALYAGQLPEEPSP
* = called active by the depositor; nt = not tested or not shown; & = joins results of further samples.

SMILES	BAP1 inh	HePTP inhibitor
O=C(COC(=O)c1ccccn1)Nc1ncc(C(F)(F)F)cc1Cl	nt	-1
O=c1cc(O)c2c(n1-c1ccccc1)CCCC2	172	nt
CCOC(=O)c1c(C)oc2c1c1c(c3ccccc32)OCN(Cc2cccnc2)C1	82	-2
CC(Oc1ccc(Cl)cc1Cl)C(=O)NCCCn1ccnc1 (stereo not drawn)	96	3
COc1ccc(NC(=O)CSc2nc3ccc(N4C(=O)c5ccccc5C4=O)cc3s2)c([N+](=O)[O-])c1	nt	-19
Cc1ccc(-c2nnn(CC(=O)N(c3ccc(F)cc3)C(C(=O)NC3CCCC3)c3ccco3)n2)o1 (stereo not drawn)	99	5
O=C1Nc2ccccc2C1=Nc1ccc(-c2nnc3n2CCCCC3)cc1	113	2
COCCCNC(=O)c1c(-c2ccccc2Cl)noc1C	120	-13
Cc1ccc2c(CC(=O)NCc3ccc4c(c3)OCO4)coc2c1	94	8
CCOC(=O)C(Cc1cccc([N+](=O)[O-])c1)SC#N (stereo not drawn)	nt	6
Fc1ccccc1CSc1nnc(-c2cccs2)o1	104	13
C=CCOc1ccc(/C(O)=C2/C(=O)C(=O)N(CCCN3CCOCC3)C2c2ccc(OC)cc2)cc1 (stereo not drawn)	103	-2
CC1CCN(CCCNC(=O)C2CC(=O)N(C3CCCCCC3)C2)CC1 (stereo not drawn)	105	3
CC(C)Nc1c(N)c(=O)oc2ccccc12	92&74	-11
CS(=O)(=O)N1CCC(C(=O)NCc2ccncc2)CC1	89	2
Cc1cccc(NC(=O)C(=O)NNC(=O)c2ccccc2C)c1	nt	8
COc1cc(OC)c(N2CC34C=CC(O3)C(C(=O)O)C4C2=O)cc1Cl (stereo not drawn)	114	-1
COc1ccc(CCNC(=O)C2COc3ccccc3O2)cc1OC (stereo not drawn)	58	nt
CCOc1ccc(NC(=O)C2CC2(c2ccccc2C)c2ccccc2C)cc1 (stereo not drawn)	nt	-5
COc1ccc(C(=O)n2nnc3ccccc32)cc1	95	-2
CC(C)(C)NC(=O)C(=O)NN=C1CCCC1	nt	11
Nc1nc(O)c(C2=c3cc(Cl)ccc3=NC2=O)s1	nt	37
CCCN(CCC)c1ccc(C2NC(=O)c3c(sc4c3CCN(C)C4)N2)cc1 (stereo not drawn)	nt	7
CC(=O)C1=C(O)C(=O)N(Cc2cccnc2)C1c1ccc(Cl)cc1Cl (stereo not drawn)	117	-2
CSC1=NCCN1C(=O)c1cccs1	90	0
Cc1ccc(Nc2nc(N3CCOCC3)c3ccccc3n2)cc1	nt	3
CN(C)c1ccc(/C=C2\NC(=O)c3ccccc3C2=O)cc1	nt	9
Cc1ccc(C(=O)NC2CCCc3ccccc32)o1 (stereo not drawn)	61	7
CCn1c(SCC(=O)Nc2cc(C)on2)nnc1-c1cccs1	104	2
CCOc1ccc(OCC)c(NC(=O)CCn2cccc2)c1	99	-7
COCCN1C(=O)C(=O)/C(=C(/O)c2cccc(OC)c2)C1c1ccncc1 (stereo not drawn)	92	10
CN(C)c1ccc(NC(=O)c2ccccc2Cl)cc1	nt	1
O=C(O)CCC(=O)NC1CCCCC1NC(=O)CCC(=O)O (stereo not drawn)	98	6
O=C(CCS(=O)(=O)c1cccc2nonc12)N1CCOCC1	nt	4
Cc1nnc(C)n1/N=C/c1c(O)ccc2ccccc12	nt	10
CCOc1ccc(NC(=O)CSc2nnc(-c3ccccc3Cl)n2Cc2ccco2)cc1	102	-2
Cc1ccc(NS(=O)(=O)c2ccc(NC(=O)c3ccc(Br)o3)cc2)c(C)c1	nt	4
COc1ccc(Cn2c(=O)[nH]c3cc(C(=O)N4CCN(Cc5ccccc5)CC4)ccc3c2=O)cc1	nt	0
CC1(C)C(=O)N(Cc2ccc(Cl)c(Cl)c2)c2ccccc2N1C(=O)c1ccc([N+](=O)[O-])cc1	nt	0
CCOC(=O)C1=C(C)N(CC)C(=O)NC1c1ccccc1[N+](=O)[O-] (stereo not drawn)	69	nt
CC1(C)Cc2ccccc2C(N/N=C/c2ccc(Cl)cc2)=N1	nt	1
CC(=O)Nc1ccc(C(=O)Nc2ccc(C(C)C)cc2)cc1	nt	6
CC(C)(C)NCCOc1cccc(Cl)c1Cl	nt	-1
CC1C2=C(CC(C)(C)CC2=O)OC2=C1C(=O)CC(C)(C)C2	nt	1
COc1ccc(CCNC(=O)c2c(O)c3cccc4c3n(c2=O)CC4)cc1	nt	-1
O=C(COc1ccccc1)NCC(=O)NC1=NCCS1	116	8
O=C(Nc1ccccc1OC(=O)c1ccc(Cl)cc1)c1ccc(Cl)cc1	nt	10
Oc1[nH]c2ccc(Cl)cc2c1N=Nc1ccnc2cc(Cl)ccc12	nt	9
OC(CN1C2=NCCCN2c2ccccc21)c1ccc2c(c1)OCO2 (stereo not drawn)	98	5
CCOC(=O)c1[nH]c(C)c(C(=O)OCC(=O)NC(=O)NC(C)(C)C)c1C	62	8

Continuation.
SMILES	BAP1 inh	HePTP inhibitor
CC(C)(C)c1ccc(S(=O)(=O)NCC(=O)N2CCN(C(=O)c3ccco3)CC2)cc1	125	1
O=C(CN1CCN(c2ccc(Cl)cc2)CC1)Nc1ccc(F)c(F)c1	102	5
CCc1ccccc1NC(=O)C(C)Oc1ccc(OC)cc1 (stereo not drawn)	nt	0
O=C(CN(c1ccc(Br)cc1)S(=O)(=O)c1ccccc1)Nc1ccccc1F	nt	-6
O=C(Cc1cccc2ccccc12)Nc1ccccc1-c1nc2ccccc2s1	75	nt
COc1ccc(C2CC(=O)C3=C(C2)Nc2ccccc2NC3c2c(F)cccc2F)cc1 (stereo not drawn)	nt	1
Cc1ccc(C(=O)NCc2ccccc2)cc1	69	nt
Cc1ccc(S(=O)(=O)c2nc(NC3CCS(=O)(=O)C3)sc2Cl)cc1 (stereo not drawn)	87	-6
CCCCN1C(=O)C(NC(C)=O)c2ccccc21 (stereo not drawn)	110	10
COC(=O)c1c(NC(=O)c2cc3ccccc3oc2=O)sc2c1C(C(=O)OC)CC2 (stereo not drawn)	nt	8
COc1ccccc1NC(=O)/C=C/c1cc(Br)cs1	nt	-11
CC(=O)Nc1ccc(C2NC(=O)NC3=Nc4ccccc4SC(c4ccccc4)=C32)cc1 (stereo not drawn)	nt	-9
COCCOC(=O)c1c(C)oc2ccc(OC(=O)c3sc4ccccc4c3Cl)cc12	nt	-8
CN1C(=O)N(C)C2(c3ccccc3)N(N)C(N)=NC12c1ccccc1 (stereo not drawn)	nt	-8
CC12C=CC(O1)C1C(=O)N(c3ccc(Cl)cc3)C(=O)C12 (stereo not drawn)	nt	10
CCCOc1ccccc1-c1nc2c([nH]1)c(=O)[nH]c(=O)n2C	83	-8
CCC/C(O)=C1\C(=O)CC(C)(C)CC1=Nc1ccc([N+](=O)[O-])cc1	nt	9
O=C(CN1CCN(c2ccccc2F)CC1)c1ccc2c(c1)OCO2	92	2
COc1cccc(OC)c1C(=O)Nc1c(C)n(C)n(-c2ccccc2)c1=O	88	5
CC(C)CCn1c(SCCN2CCOCC2)nc2c1c(=O)[nH]c(=O)n2C	88	1
Cc1ccc(NC(=O)c2cccs2)cc1NC(=O)c1ccco1	102	6
CCCC1=C(C(=O)OCC)C(c2ccccc2OC)NC(=O)N1 (stereo not drawn)	98	-3
CCOC(=O)c1[nH]c2ccc(F)cc2c1N=C(C)N(CC)CC	94	-7
CCOc1ccccc1N1CCN(CC(=O)Nc2nnc(CC)s2)CC1	105	6
O=C(CCN1C(=O)c2ccccc2C1=O)Nc1ccc(I)cc1	nt	2
COC(=O)c1cccc(/C=C/N(C)C)c1[N+](=O)[O-]	nt	-18
O=C(NCc1ccc2c(c1)OCO2)C1CCCN(S(=O)(=O)c2cccc3nonc23)C1 (stereo not drawn)	90	5
O=C(Nc1cnc2sc3c(n2c1=O)CCCC3)c1ccc(F)cc1	nt	-3
O=C(CSc1nnc(CNc2ccccc2)o1)N1CCN(C(=O)c2ccco2)CC1	109	5
Cc1cc(C)n(-c2nnc(C)n2/N=C/c2cc(Br)ccc2OCc2ccccc2)n1	81	1
COc1ccc(S(=O)(=O)N(Cc2nc3ccccc3c(=O)[nH]2)C2CCCC2)cc1	125	-1
COC(=O)C1=C(C)NC(=O)CC1c1cc(Br)ccc1F (stereo not drawn)	125	2&0
CN1C(=O)NC(=O)/C(=C\c2ccc(N3CCCC3)cc2)C1=O	nt	3
Cc1cc(C)nc(NC(N)=NC(C)(C)C)n1	nt	4
CCOC(=O)c1sc(NC(=O)C(CC)c2ccccc2)c(C(N)=O)c1C (stereo not drawn)	nt	-7
CCOc1ccc(NC(=O)C2=C(C)NC(=S)NC2c2ccc(C)cc2)cc1 (stereo not drawn)	nt	-5
O=C(Nc1ccc(-c2nc3ccccc3o2)c(O)c1)c1ccc(Cl)cc1	nt	0
CCOC(=O)c1c2n(c3c(NCc4ccccc4)ncnc13)CCCC2	90	6
O=C(NC(=S)Nc1ccc(Cl)cc1Cl)c1ccc(Cl)cc1	nt	-3
CCC(Sc1ncccc1C(=O)O)C(=O)N1CCOCC1 (stereo not drawn)	102	3
CCN(CC)C(=O)CSc1nc2ccc([N+](=O)[O-])cc2s1	nt	-2
CC(=O)Oc1ccc2c(=O)c(Oc3ccc(Br)cc3)coc2c1	215	nt
CC(C)Sc1oc(-c2ccco2)nc1S(=O)(=O)c1ccc(F)cc1	nt	0
Cc1cc(C)c(N2C(=O)NC(=O)/C(=C/c3ccc([N+](=O)[O-])o3)C2=O)c(C)c1	nt	76*
COc1ccc(/C=C2/C(=O)NC(=O)N(c3ccc(C(C)C)cc3)C2=O)cc1O	nt	0
O=C(O)Cc1ccccc1C(=O)O	95	5
COc1ccc(Cl)cc1S(=O)(=O)N1CCN(C(=O)COc2ccccc2)CC1	88	2
O=C(NC(=S)Nc1ccccc1)C12CC3CC(CC(C3)C1)C2	nt	14
CCOC(=O)C1CCCN(c2ccc(NC(=O)c3snc4c(=O)[nH]cnc34)cc2)C1 (stereo not drawn)	44*	10
CCCCSc1nnc([C@H](CC(C)C)NC(=O)OC(C)(C)C)o1	96	-2

Other records follow:
SMILES	BAP1 inh	HePTP inhibitor
CCCn1c(SCC(=O)Nc2ccccc2CC)nnc1C(C)C	89	5
Cc1cccc(OCC(=O)Nc2ccc(S(=O)(=O)Nc3ncccn3)cc2)c1	nt	-7
CCOc1ccc(N2C(=O)C(O)=C(C(=O)/C=C/c3ccccc3)C2c2ccccc2[N+](=O)[O-])cc1 (stereo not drawn)	nt	-6
COc1nnc(-c2ccc(C(=O)N3C[C@@H]4C[C@H](C3)c3cccc(=O)n3C4)cc2)c2ccccc12	101	9
CCN(CC)S(=O)(=O)c1ccc(NC(=O)COc2ccc(Cl)cc2)cc1	nt	6
O=C(CCc1ccccc1)Nc1ccc(Br)cn1	nt	4
CCOc1ccc(N2C(=O)NC(=O)/C(=C/c3cccc(OC)c3)C2=O)cc1	nt	-5
Cc1onc(-c2ccccc2)c1C(=O)N1CCN(c2ccc([N+](=O)[O-])cc2)CC1	nt	11
N#CCCN1CCN(S(=O)(=O)c2ccc(S(=O)(=O)NC3CC3)cc2)CC1	100	-11
O=C(CCn1c(=S)[nH]c2ccccc2c1=O)N1CCN(c2ccccn2)CC1	85	5

16 entries from above, in markdown.
| compound | BAP1 inh | HePTP inhibitor |
| --- | --- | --- |
| O=C(COC(=O)c1ccccn1)Nc1ncc(C(F)(F)F)cc1Cl | nt | -1 |
| O=c1cc(O)c2c(n1-c1ccccc1)CCCC2 | 172 | nt |
| CCOC(=O)c1c(C)oc2c1c1c(c3ccccc32)OCN(Cc2cccnc2)C1 | 82 | -2 |
| CC(Oc1ccc(Cl)cc1Cl)C(=O)NCCCn1ccnc1 (stereo not drawn) | 96 | 3 |
| COc1ccc(NC(=O)CSc2nc3ccc(N4C(=O)c5ccccc5C4=O)cc3s2)c([N+](=O)[O-])c1 | nt | -19 |
| Cc1ccc(-c2nnn(CC(=O)N(c3ccc(F)cc3)C(C(=O)NC3CCCC3)c3ccco3)n2)o1 (stereo not drawn) | 99 | 5 |
| O=C1Nc2ccccc2C1=Nc1ccc(-c2nnc3n2CCCCC3)cc1 | 113 | 2 |
| COCCCNC(=O)c1c(-c2ccccc2Cl)noc1C | 120 | -13 |
| Cc1ccc2c(CC(=O)NCc3ccc4c(c3)OCO4)coc2c1 | 94 | 8 |
| CCOC(=O)C(Cc1cccc([N+](=O)[O-])c1)SC#N (stereo not drawn) | nt | 6 |
| Fc1ccccc1CSc1nnc(-c2cccs2)o1 | 104 | 13 |
| C=CCOc1ccc(/C(O)=C2/C(=O)C(=O)N(CCCN3CCOCC3)C2c2ccc(OC)cc2)cc1 (stereo not drawn) | 103 | -2 |
| CC1CCN(CCCNC(=O)C2CC(=O)N(C3CCCCCC3)C2)CC1 (stereo not drawn) | 105 | 3 |
| CC(C)Nc1c(N)c(=O)oc2ccccc12 | 92&74 | -11 |
| CS(=O)(=O)N1CCC(C(=O)NCc2ccncc2)CC1 | 89 | 2 |
| Cc1cccc(NC(=O)C(=O)NNC(=O)c2ccccc2C)c1 | nt | 8 |

(more compounds)
SMILES	BAP1 inh	HePTP inhibitor
COc1cccc(OC)c1C(=O)N1CCN=C1SCc1cccnc1	102	-2
CC(C)CCn1c2ccccc2c2cc(CC(=O)O)ccc21	nt	-9
COC(=O)c1ccc(NC(=O)C2CCCN(S(=O)(=O)c3cnc[nH]3)C2)cc1 (stereo not drawn)	87	-3
CCOC(=O)c1cccc(Nc2nc(C)cc(C)n2)c1	125	8
CN1CCN(C(=O)c2c(O)c3cccc4c3n(c2=O)CCC4)CC1	85	2
O=C(Nc1ccc(OCC(=O)N2CCOCC2)cc1)c1ccccc1F	nt	12
O=S(=O)(NCc1ccc2c(c1)OCO2)c1cccc2nsnc12	62	7
COc1cccc(-c2cc(C(N)=O)on2)c1	156	nt
C#CC(O)(c1ccc(OC)c(OC)c1)c1ccc(OC)cc1OC (stereo not drawn)	59	nt
CCOC(=O)C1=C(C)Nc2ncnn2C1c1ccc(N(C)C)cc1 (stereo not drawn)	nt	-6
CCOc1ccccc1N1CCN(C(=O)c2cc(-c3cccc(C)c3)nc3ccccc23)CC1	nt	9
C[n+]1ccccc1/C=C/c1ccc(O)cc1	nt	-4
C/C(=N\NS(=O)(=O)c1ccc(C)cc1)c1cccs1	nt	6

Screens deposited in PubChem BioAssay by several laboratories.
